# High-throughput results as filed in PubChem.
# IL1B secr inh: inflammasome signaling inhibition, IL-1 beta readout; activity change, % at 57.5 µM; AID 743279; THP-1 LPS/ATP IL-1B secretion, AlphaLISA, 16 h; active compounds read low; actives 4.7% (n = 360,000); in the data active = activity change below about -50%; inconclusive = mostly about -30% to -49%; also: % is scaled to controls: 0 for no effect and ±100 for the full control effect
#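 THP-1 cells pretreated 1 hr with compounds (up to 57.5 uM final), then stimulated with LPS (250 ng/mL final) plus ATP (1.25 mM final); secreted IL-1B measured by AlphaLISA after 16 hr, decreased signal indicating inhibition.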
# S2 tox: reduces viability in counter-screen for ATXN expression inhibitors; Potency, µM (series often up to 56.7 µM), most hits filed as cytotoxic; S2 cells (HEK-293 line with an ATXN2-luciferase reporter) viability, CellTiter-Fluor protease fluorescence, 24 h; actives 0.49% (n = 400,000); also: potency is read from the fitted curve at half-maximal effect; nearly all actives have a fitted effect of over 40% in size
# KB-3-1 cytotox: KB-3-1 parental cell cytotoxicity; KB-3-1 viability, CellTiter-Glo ATP luminescence, 72 h; Potency, µM (series often up to 46.1 µM), for the others: top-dose activity change, negative = cytotoxic, hits mostly cytotoxic; actives 1.4% (n = 400,000); AID 1347075; also: potency is read from the fitted curve at half-maximal effect; % is scaled to controls: 0 for no effect and ±100 for the full control effect; nearly all actives have a fitted effect of over 60% in size
#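 Parental KB-3-1 viability, qHTS format: 72 h compound exposure, 37 °C; CellTiter-Glo; media-only wells and DMSO plates as controls; concentration-effect fits on corrected data.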
# HT1080 IDH1KD tx: kills HT-1080 cells with IDH1 knockdown; HT-1080 IDH1 knockdown viability, ATP luminescence, 48 h; Potency, µM (top dose mostly 46.1 µM), for the others: at the highest dose activity, negative = toxicity, usual class: cytotoxic; actives 2% (n = 360,000); AID 686971;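 also: potency is read from the fitted curve at half-maximal effect; 0% = DMSO wells and -100% = cell-free medium wells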
#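 Cytotoxicity counter-line: IDH1KD HT-1080, 48 h, CellTiter-Glo. Curves classed by r2, magnitude and activity.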
# HepG2 tox: counter-screen for TGF-b inhibitors: cytotoxicity in HepG2 cells; actives 0.76% (n = 410,000); HepG2 CAGA-GFP viability, ATP luminescence, 18 h; AID 588856; Potency, µM (highest dose often 46.1 µM), for inactives: at the highest dose activity change, negative = cytotoxicity, hits mostly cytotoxic; also: potency is read from the fitted curve at half-maximal effect; some results filed as inactive show a strong effect at the top dose
#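 HepG2 CAGA-GFP cells (1000/well, DMEM with 1% FBS) received compound, then TGF-beta at 500 pg/mL final, and were incubated 18 hours at 37 degrees C. Viability was read by CellTiter-Glo luminescence. Media-only wells were set as complete cell-killing and DMSO as no toxicity.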
# ATXN2 expr inh: inhibitors of ATXN2 expression. HEK-293 ATXN2-luciferase reporter, luminescence, 24 h. Potency, µM (top dose mostly 57 µM), without a hit: top-dose activity change, negative = inhibition, usual class: inhibitors. actives 0.72% (n = 360,000). AID 1745845; also: potency is read from the fitted curve at half-maximal effect; % is scaled to controls: 0 for no effect and ±100 for the full control effect; nearly all actives have a fitted effect of over 55% in size
#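 ATXN2-luciferase reporter cells (luciferase flanked by upstream and downstream ATXN2 gene portions) were treated 24 h at 37 °C with compounds at up to 57 uM. SteadyGlo luminescence gave expression; GF-AFC fluorescence gave viability.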
# MCF10A rereplic: inducers of DNA re-replication in MCF 10A breast cells. actives 2.9% (n = 350,000). Potency, µM (top dose mostly 46.1 µM), for inactives: at the top dose activity, positive = re-replication, hits mostly activators. MCF 10A DNA re-replication, Hoechst nuclear intensity, 48 h; also: potency is read from the fitted curve at half-maximal effect; % of control where 0% means no effect; nearly all actives have a fitted effect of over 50% in size
# SW480 rereplic: inducers of DNA re-replication in SW480 colon cancer cells. SW480 DNA re-replication, Hoechst DNA content imaging, 48 h. Potency, µM (top dose mostly 46.1 µM), for the others: at the highest dose re-replication activation, hits mostly activators. actives 1.8% (n = 340,000); also: potency is read from the fitted curve at half-maximal effect; % of control where 0% means no effect; nearly all actives have a fitted effect of over 55% in size
#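 Per well, 250 cells were exposed to pinned compound for 48 hr. Nuclear DNA was visualised with Hoechst (40 min, 37 C) and total object intensity recorded by fluorescence scanning.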
# HT1080-NT tox: kills 2HG-producing HT-1080-NT fibrosarcoma cells; HT-1080-NT fibrosarcoma viability, CellTiter-Glo ATP luminescence, 48 h; Potency, µM (series often up to 46.1 µM), without a hit: at the top dose activity, negative = less viability, actives largely listed as cytotoxic; actives 1.6% (n = 360,000); AID 686970;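 also: NT is the 2HG producing partner of a matched IDH1 knockdown line; potency is read from the fitted curve at half-maximal effect; 0% = DMSO-treated cells and -100% = media-only wells without cells; nearly all actives have a fitted effect of over 55% in size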
#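 A 48-hour cytotoxicity screen used HT-1080-NT cells plated 2 hours before compound delivery. ATP-based CellTiter-Glo luminescence measured viability, normalized to DMSO and no-cell controls.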
# Numbers without * were called inactive; i = inactive; ? = inconclusive; . = not tested or not shown; [ ] = remark or other dose. Unless noted, calls follow the shape of the dose curve; as a rule, active = well fitted curve in the direction sought with a large enough effect; inconclusive = small, poorly fitted or top-dose-only effect, or another doubt; inactive = no such curve, though single readings can be large; an effect the other way counts as inactive or inconclusive.
item	Compound	IL1B secr inh	S2 tox	KB-3-1 cytotox	HT1080 IDH1KD tx	HepG2 tox	ATXN2 expr inh	MCF10A rereplic	SW480 rereplic	HT1080-NT tox
1	CS(=O)(=O)N1CCN(C(=O)c2cccnc2)CC1	-1	i	-2%	6%[9.24 µM]	-1%	-1%	1%	-6%	-4%
2	CCOc1ccc(NC(=O)CSc2ncc(S(=O)(=O)c3ccc(F)c(C)c3)c(=O)[nH]2)cc1	.	i	21%	.	-10%	4%	.	.	.
3	O=C(NCCCC1CCCC1)C1CCC(=O)N(Cc2cccc(C(F)(F)F)c2)C1 (configuration not stated)	-24	i	.	1%	-21%	2%	-1%	17%	0%
4	Cc1ccc(S(=O)(=O)Nc2ccc3c(c2)OCCO3)c(C)c1NS(C)(=O)=O	8	i	-5%	-5%	3%	-15%	7%	9%	-7%
5	CC(=O)Nc1ccc(OCC(=O)NCc2ccc(C)cc2)cc1	-2	i	1%	4%	10%	15%	1.2µM*	-9%	2%
6	CCOc1ccccc1C(=O)NC(C(=O)OCC(=O)NNC(=O)c1cccs1)C(C)C (configuration not stated)	22	i	3%	-4%	-18%	.	.	.	-2%
7	Cc1cc(C)cc(N2C(=O)N(c3ccccc3C)C3CS(=O)(=O)CC32)c1 (configuration not stated)	6	i	?	4%	3%	4%	-5%	2%	0%
8	COc1ncccc1C(=O)Nc1c(-c2ccccc2)[nH][nH]c1=O	23	.	7%	20%	.	.	.	.	22%
9	CCOc1ccccc1NC(=S)NC(=O)CCc1ccccc1	0	i	-2%	4%	-2%	2%	-36%[inhibitor]	8%	10%
10	CCOC(=O)C(CCOc1cccc(CC)c1)C(=O)OCC	21	?	-5%	14%	4%	-8%	20%	-3%	17%
11	Cn1c2ccccc2c2ncn(CCCN3CCOCC3)c(=O)c21	13	i	13%	-7%	-25%	57%[activator]	-1%	7%	-20%
12	O=C1NC[C@H](CCCCN2C[C@H](Cc3ccccc3)N(CC3CCCCC3)C(=O)C2=O)N(CCc2ccc(O)cc2)C1=O	0	i	16%	9%	.	22%	.	.	-1%
13	CCOC(=O)C1CCN(C(=O)c2nn(-c3ccc(C)cc3)c(=O)c3c2c2ccccc2n3C)CC1	.	i	-4%	.	-11%	10%	.	.	.
14	CCCCSc1nc2c(cnn2-c2ccc(Cl)cc2)c(=O)[nH]1	9	i	-8%	0%	-17%	1%	14%	-4%	1%
15	O=C(NNC(=O)C12CC3CC(CC(O)(C3)C1)C2)c1ccccc1O	0	i	?	-18%	-13%	-19%	3%	16µM*	-30%
16	CC(=O)N1CCc2c(sc3nc(SCC(C)C)n(-c4ccc(F)c(Cl)c4)c(=O)c23)C1	.	i	?	.	-3%	2%	.	.	.
17	Cc1ccc(S(=O)(=O)N(C)C)cc1NC(=O)C1CCCCC1	34	i	?	17%	-46%	-3%	-3%	-6%	24%
18	Cc1ccc(-c2csc(NC(=O)C3CC(=O)N(Cc4ccco4)C3)n2)cc1 (configuration not stated)	-65*	?	2%	-13%	-16%	-9%[11.3 µM]	3%	14%	-13%
19	Cc1ccc(/C=N/NC(=O)Cn2nnc(N)n2)cc1	?	i	-4%	15%	2%	-3%	5%	0%	12%
20	O=C(/C=C/[C@H]1O[C@@H](n2ccc(=O)[nH]c2=O)[C@H](O)[C@@H]1O)NCCN1CCCC1	42	i	0%	25%	-1%	10%	.	.	17%
21	COc1ccc(-c2cc(C(F)(F)F)nc(-n3ccnc3C)n2)cc1	0	i	?	-2%	-13%	-12%	8%	-7%	-1%
22	Cc1ccc(NC(=O)CSCC(=O)N(C)CC(=O)Nc2c(C)cccc2C)cc1	5	i	3%	-9%	5%	.	.	.	-9%
23	COc1ccc(NC(=S)N2CCC(C(=O)c3ccc(C)cc3)CC2)cc1	-23	i	-1%	-14%	-20%	-35%	-9%	9%	-1%
24	COc1ccc(-n2nc(C(=O)O)c(=O)n(C)c2=O)cc1	.	i	4%	.	-20%	8%	.	.	.
25	COc1cc(SC)ccc1C(=O)NCc1ccccc1	-24	i	-7%	10%	-15%	31%	3%	-131%[inhibitor]	13%
26	O=C(CN(CCc1ccccc1)S(=O)(=O)c1ccccc1)NCc1ccc(Cl)cc1	.	?	-20%	.	-4%	0%	.	.	.
27	COc1cc(NC(=O)c2ccco2)c(C(=O)OCC(=O)c2c[nH]c3ccccc23)cc1OC	26	?	0%	-20%	-103%	.	23µM*	?	-28%
28	Cc1ccccc1N1CC(C(=O)Nc2nnc(SCc3ccccn3)s2)CC1=O (configuration not stated)	22	i	3%	10%	-13%	-8%	-22%	-10%	8%
29	O=C(Nc1nc(-c2cccs2)cs1)c1ccc(S(=O)(=O)N2CCCC2)cc1	-72*	?	16µM*	?	-16%	?	13%	?	?
30	O=C(COC(=O)COc1ccccc1Cc1ccccc1)Nc1cccnc1Cl	0	i	11%	-4%	1%	-1%	-10%	-4%	-4%
31	CCOc1ccc(/C=N/NC(=S)NC2CC3C=CC2C3)cc1 (configuration not stated)	35	i	-3%	-5%	-4%	.	4%	?	4%
32	CCOC(=O)C(C)Oc1cccc2c(=O)n(CC(=O)N3CCc4ccccc43)ccc12 (configuration not stated)	7	i	-3%	0%	-24%	-7%	-1%	?	-1%
33	COc1cccc(CNC(=O)c2cccc(S(=O)(=O)N3CCN(C)CC3)c2)c1	20	i	-2%	-8%	-16%	6%	11%	0%	-2%
34	Cc1ccn(C(CC(=O)c2ccc(Br)cc2)C(=O)O)n1 (configuration not stated)	14	i	-8%	22%	-3%	-6%	?	-1%	3%
35	Cc1cccc(N(C(=O)c2sc(C)nc2C)C(C(=O)NCc2ccco2)c2ccccc2)c1 (configuration not stated)	?	i	12%	-3%[9.24 µM]	-4%	-7%	-3%	-10%	7%
36	CC(=O)Nc1nc2ccc(-c3nc4ccccc4o3)cc2s1	79	i	-3%	-1%	-56%	66%[activator]	?	1%	-3%
37	CC(=O)NC(C)Cc1cn(Cc2ccccc2)c2ccccc12 (configuration not stated)	8	?	-9%	1%	-27%	.	-5%	1%	-16%
38	CCC(=O)n1nc(NCc2ccc(OC)c(OC)c2)nc1NCc1ccc(OC)c(OC)c1	-19	i	4%	-13%	1%	1%	-7%	11%	-16%
39	Cc1ccc2nc(Nc3ccc4[nH]c(=O)[nH]c4c3)c(-n3nc(C)cc3C)nc2c1	-90*	?	5%	4%[9.24 µM]	-92%	?	-1%	-5%	?
40	Cc1nc2oc(C(=O)c3ccccc3)c(N)c2c2c1COC(C)(C)C2	-2	i	-3%	7%	0%	19%	?	22%	14%
41	CCCC(CCC(=O)Nc1ccn(-c2ccccc2)n1)C(=O)O (configuration not stated)	-11	i	1%	16%	-4%	-8%	8%	?	-12%
42	Cc1ccc(O)c(NC(=S)NC(=O)COc2ccc(Br)cc2)c1	45	?	-2%	?	-41%	-19%	21µM*	-1%	-24%
43	O=C(CN1C(=O)CSc2ccc(S(=O)(=O)N3CCCCC3)cc21)NCc1ccccc1Cl	-1	i	-6%	-16%	10%	3%	-1%	-42%[inhibitor]	-2%

# Among those listed so far, these have an aryl methoxy group.
item	Compound	IL1B secr inh	S2 tox	KB-3-1 cytotox	HT1080 IDH1KD tx	HepG2 tox	ATXN2 expr inh	MCF10A rereplic	SW480 rereplic	HT1080-NT tox
8	COc1ncccc1C(=O)Nc1c(-c2ccccc2)[nH][nH]c1=O	23	.	7%	20%	.	.	.	.	22%
21	COc1ccc(-c2cc(C(F)(F)F)nc(-n3ccnc3C)n2)cc1	0	i	?	-2%	-13%	-12%	8%	-7%	-1%
23	COc1ccc(NC(=S)N2CCC(C(=O)c3ccc(C)cc3)CC2)cc1	-23	i	-1%	-14%	-20%	-35%	-9%	9%	-1%
24	COc1ccc(-n2nc(C(=O)O)c(=O)n(C)c2=O)cc1	.	i	4%	.	-20%	8%	.	.	.
25	COc1cc(SC)ccc1C(=O)NCc1ccccc1	-24	i	-7%	10%	-15%	31%	3%	-131%[inhibitor]	13%
27	COc1cc(NC(=O)c2ccco2)c(C(=O)OCC(=O)c2c[nH]c3ccccc23)cc1OC	26	?	0%	-20%	-103%	.	23µM*	?	-28%
33	COc1cccc(CNC(=O)c2cccc(S(=O)(=O)N3CCN(C)CC3)c2)c1	20	i	-2%	-8%	-16%	6%	11%	0%	-2%
38	CCC(=O)n1nc(NCc2ccc(OC)c(OC)c2)nc1NCc1ccc(OC)c(OC)c1	-19	i	4%	-13%	1%	1%	-7%	11%	-16%
